Bioassay records (PubChem BioAssay)
Myeloid diff MLP: induction of myeloid progenitor differentiation, primary screen, cell-based, flow cytometry, MLPCN library. AID 624256, 2012. actives 1% (n = 360,000). ER-HoxA9 myeloid progenitors, lysozyme-GFP differentiation. calls only at 10 µM;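 active = normalized GFP-positive differentiation at or above the plate's own cutoff, the solvent-only control mean plus 3 SD; inconclusive = no clear call, values can overlap the other calls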;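 also: cells exposed to compound for four days before flow analysis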
SIAH1 antagonists: Siah-1 peptide-binding antagonists, primary screen, biochemical, fluorescence polarization, rhodamine-plectin, uHTS (AID 1817) | E3 ubiquitin-protein ligase SIAH1 (Homo sapiens) | actives 0.02% (n = 290,000) | Siah-1 / rhodamine-plectin peptide fluorescence polarization; higher % means a stronger effect | displacement, % at 20 µM; hits with a dose series show IC50 in µM;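 active = displacement of at least 50% at 20 µM, with a fluorescence ratio check between 0.3 and a set limit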;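 also: plate controls were Siah plus tracer with DMSO for no effect and tracer alone without Siah for full effect; strong numbers were not always called active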
LYP phosphatase: inhibitors of LYP phosphatase, biochemical, fluorescence intensity, uHTS (AID 1779); recombinant LYP phosphatase, fluorescence intensity; higher % means a stronger effect; inhibition, % at 11.5 µM, or IC50 in µM where a hit was titrated; actives 0.054% (n = 290,000);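 also: plate controls were vehicle with enzyme for no effect and no enzyme for full effect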
AID2073: inhibitors of Mint1-CaV2.2 protein interaction, biochemical, HTRF (AID 2073) | actives 0.19% (n = 290,000) | Voltage-dependent N-type calcium channel subunit alpha-1B (Homo sapiens) | HTRF protein-protein interaction, Mint1-CaV2.2; higher % means a stronger effect | inhibition, % at 20 µM, or IC50 in µM where a hit was titrated; in the data active = inhibition mostly above about 51%, no sharp cut-off; inconclusive = no clear call, values can overlap the other calls; inactive = mostly below about 53%; also: some results filed as inactive read as strong as hits
NOD2 inhibition: NOD2 signaling inhibitors, cell-based, luminescence, uHTS, HEK293 (AID 1566); actives 0.63% (n = 290,000); inhibition, % at 4 µM, or EC50 in µM where a hit was titrated; HEK293 NOD2/NF-kB luciferase reporter, luminescence; higher % means a stronger effect; also: many of its hits are not listed in these tables
Hep lipid drop: inhibitors of hepatocyte lipid droplet formation, primary screen, imaging, high-throughput imaging, BODIPY stain | AML12 mouse hepatocytes, oleate lipid droplets | inhibition, % at 6.5 µM | actives 0.4% (n = 240,000);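 active = lipid droplet intensity inhibited by at least 50%, with more than 500 cells counted; inconclusive = wells with under 300 cells, treated as cytotoxic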
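Test system: AML12 hepatocytes (mouse); reagent: oleate loading, 100 µM; dosing: one dose, 6.5 µM compound; incubation: overnight exposure; signal: fluorescence imaging, 20x objective, two fields per well; read-out basis: % inhibition of corrected integrated BODIPY droplet signal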
XIAP antagonists: XIAP antagonists, biochemical, IAP family, fluorescence polarization (AID 1018); XIAP BIR domain, fluorescence polarization peptide displacement; higher % means a stronger effect; one-dose displacement, % at 20 µM; IC50 in µM for titrated hits; E3 ubiquitin-protein ligase XIAP (Homo sapiens); actives 0.007% (n = 200,000); in the data active = displacement above about 50%; also: a part of the inactive calls stands beside numbers as strong as those of hits
NS5 inhibitors: Dengue-2 NS5 methyltransferase inhibitors, primary screen, biochemical, confirmation dose response (AID 588689). actives 0.3% (n = 340,000). Dengue-2 NS5 methyltransferase capping enzyme assay, biochemical; higher % means a stronger effect. inhibition, % at 25 µM, or IC50 in µM where a hit was titrated. Genome polyprotein (Dengue virus type 2 (strain 16681-PDK53)); in the data active = a potency from the dose series; inconclusive = inhibition above about 29% without an active follow-up result
HIV peptide binding: inhibitors of HIV fusion peptide binding, primary screen, biochemical, uHTS, fluorescence dequenching (AID 1986). one-dose inhibition, % at 20 µM; IC50 in µM for titrated hits. actives 0.3% (n = 290,000). cell-free peptide binding, fluorescence dequenching, 30 min; higher % means a stronger effect; in the data active = inhibition mostly above about 52%, no sharp cut-off; inactive = mostly below about 76%; also: some results filed as inactive read as strong as hits
Hep lipid drop cells 6.5 µM: second read-out of Hep lipid drop, no call of its own (marks repeat the call); cell count; measured here: cell count, cytotoxicity flag;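 cells counted across two imaged fields per well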
NS5 inhibitors pilot replicate: also measured in NS5 inhibitors; calls as there; inhibition, %; measured here: pilot screen replicate inhibition
Myeloid diff MLP GFP+ MAC1+ %: recorded beside Myeloid diff MLP, whose call it bears; GFP+ MAC1+ double positive, %; measured here: differentiation confirmed by MAC1 staining
Starred values were filed as active, the others as inactive; i = inactive; ? = inconclusive; . = not tested or not shown. Rule as the data show it, unless noted: active = inhibition above about 50%; inactive = the rest. An excerpt, so the mix of outcomes need not match the whole.

SMILES | Myeloid diff MLP | Myeloid diff MLP GFP+ MAC1+ % | SIAH1 antagonists | LYP phosphatase | AID2073 | NOD2 inhibition | Hep lipid drop | Hep lipid drop cells 6.5 µM | XIAP antagonists | NS5 inhibitors | HIV peptide binding | others
Cc1cccc(NC(=O)c2ccc3c(c2)C(=O)N(c2ccccn2)C3=O)c1C | i | 2.4 | 0% | -4% | -2% | -2% | -3 | 715 | . | -1% | 3.1%
CC(=O)c1c(N=CN(C)C)nc(C)nc1-c1ccccc1 | i | 0.7 | 4% | -1% | -3% | 6% | . | . | -8.8% | -3% | 1.1%
Cc1ccc(NC(=S)NCc2cccs2)c(C)c1 | i | 1.0 | -4% | -8% | 2% | 0% | 8 | 805 | -6.4% | -2% | 1.7%
COC(=O)C1=C(C)NC(=O)C1(NC(=O)c1cccnc1)C(F)(F)F (centres undefined) | i | 0.6 | -2% | -3% | -1% | 5% | 10 | 718 | -2.7% | -3% | 0.0%
CCCNc1c(NS(=O)(=O)c2ccc(C)c(C)c2)c(=O)oc2ccccc12 | i | 1.5 | -2% | 5% | 11% | 21% | 5 | 708 | . | -10% | 0.0%
CC(C)[C@H](NC(=O)[C@@H]1CSCN1C(=O)OC(C)(C)C)C(=O)NCC1CCC(C(=O)O)CC1 (some centres undefined) | i | 0.7 | -1% | -5% | -4% | 11% | -3 | 667 | 0.3% | -10% | 3.1%
Nc1ccccc1SCc1cn2ccccc2n1 | i | 0.7 | 8% | -5% | -2% | -46% | 24 | 775 | -2.7% | -7% | -2.1%
Cc1cc(C)n(CCc2nc(-c3cccs3)cs2)n1 | i | 0.3 | 3% | -3% | -14% | -2% | 21 | 753 | 2.5% | -4% | 0.3%
O=c1[nH]c(SCc2ccccc2[N+](=O)[O-])nc2nc[nH]c12 | i | 0.5 | -2% | -4% | 4% | 6% | 9 | 734 | . | -3% | -0.6%
COc1ccc(-c2cc(C(=O)Nc3cc(C)on3)c3ccccc3n2)c(OC)c1 | i | 0.9 | 3% | -5% | 22% | -6% | -4 | 686 | . | -7% | 0.3%
COc1ccc(NC(=S)N(CCCN2CCCCCC2)Cc2cccs2)cc1 | i | 0.9 | 0% | -1% | -13% | -10% | 19 | 784 | -8.7% | -4% | -0.6%
CCOC(=O)Cn1c2ccc(OC)cc2c2nc3ccccc3nc21 | i | 0.8 | 2% | -2% | 4.3µM* | 19% | . | . | -7.8% | ? | 3.0%
COC(=O)c1ccc(C2NC(=S)N(c3ccccc3)C(C)=C2C(=O)Nc2ccccc2OC)cc1 (centres undefined) | i | 0.6 | 2% | 5% | 7% | 15% | -12 | 754 | -2.2% | -3% | -3.7% | NS5 inhibitors pilot replicate=-7.0
C=CCOc1ccc(/C=C/C(C)=N\O)cc1 | i | 1.4 | -3% | 6% | -2% | -103% | . | . | -25% | -4% | 4.5% | NS5 inhibitors pilot replicate=1.8
O=C1c2ccccc2C(=O)N1Cc1nc(-c2ccccn2)no1 | i | 7.0 | 0% | -6% | -3% | -20% | 0 | 782 | -4.9% | 3% | 0.2%
Fc1ccc(/C=N/NC(=S)NCCc2ccccc2)cc1F | i | 0.7 | -2% | 2% | -9% | -30% | 2 | 807 | . | -6% | 1.7%
CCCn1c(=O)c2sccc2n2c(CCCC(=O)NCC3CCCO3)nnc12 (centres undefined) | i | 6.4 | 4% | -11% | 20% | 10% | 6 | 712 | . | 4% | -0.9%
CC1Cc2ccccc2N1C(=O)CN1C(=O)C(=O)N(Cc2ccccc2)C1=O (centres undefined) | i | 0.3 | -4% | -3% | 1% | -18% | 11 | 807 | -7.4% | -3% | -0.5%
CC(C)=C1C2C=CC1C(C(=O)Nc1cc(C)ccc1C)C2C(=O)O (centres undefined) | i | 1.1 | 1% | -7% | 1% | -6% | 0 | 834 | -2.4% | -8% | -0.1%
CCOC(=O)c1ccc(N/C=C/C(=O)c2ccco2)cc1 | i | 9.3 | 2% | -7% | 9% | -69% | 7 | 743 | -4.1% | 1% | -0.8%
Clc1cccc(CN2CCc3c([nH]c4ccccc34)C2)c1 | i | 0.8 | -8% | -8% | 6% | -11% | -4 | 849 | . | -10% | -1.0%
Cc1ccc(C(=O)O/N=C/c2c(Cl)n(C)c3ccccc23)cc1 | i | 0.8 | 9% | 2% | -1% | 4% | . | . | -2.2% | . | 0.8%
CCN(CC(=O)Nc1c(F)cccc1F)C(=O)c1ccc(C#N)cc1 | i | 0.7 | 0% | -12% | 4% | 7% | 0 | 716 | . | -1% | -2.9%
CCC(=O)c1ccc(OCC(O)Cn2c(C)nc3ccccc32)cc1 (centres undefined) | i | 0.5 | 8% | -4% | 20% | 19% | -21 | 628 | -0.5% | -12% | 0.6%
CN(C)c1ccc(Sc2nnc(NC(=O)Nc3ccc(Cl)cc3Cl)s2)cc1 | i | 1.6 | 1% | -1% | 3% | 6% | -6 | 656 | 1.0% | 2% | 1.6%

Quoted at random: 4 entries already listed, in no set order.
SMILES | Myeloid diff MLP | Myeloid diff MLP GFP+ MAC1+ % | SIAH1 antagonists | LYP phosphatase | AID2073 | NOD2 inhibition | Hep lipid drop | Hep lipid drop cells 6.5 µM | XIAP antagonists | NS5 inhibitors | HIV peptide binding | others
CCCn1c(=O)c2sccc2n2c(CCCC(=O)NCC3CCCO3)nnc12 (centres undefined) | i | 6.4 | 4% | -11% | 20% | 10% | 6 | 712 | . | 4% | -0.9%
CC1Cc2ccccc2N1C(=O)CN1C(=O)C(=O)N(Cc2ccccc2)C1=O (centres undefined) | i | 0.3 | -4% | -3% | 1% | -18% | 11 | 807 | -7.4% | -3% | -0.5%
O=C1c2ccccc2C(=O)N1Cc1nc(-c2ccccn2)no1 | i | 7.0 | 0% | -6% | -3% | -20% | 0 | 782 | -4.9% | 3% | 0.2%
COc1ccc(-c2cc(C(=O)Nc3cc(C)on3)c3ccccc3n2)c(OC)c1 | i | 0.9 | 3% | -5% | 22% | -6% | -4 | 686 | . | -7% | 0.3%

The list goes on:
SMILES | Myeloid diff MLP | Myeloid diff MLP GFP+ MAC1+ % | SIAH1 antagonists | LYP phosphatase | AID2073 | NOD2 inhibition | Hep lipid drop | Hep lipid drop cells 6.5 µM | XIAP antagonists | NS5 inhibitors | HIV peptide binding | others
Cc1nc(C)c(C(=O)NNC(=O)c2ccc(Br)cc2)s1 | i | 0.4 | -4% | -6% | -4% | 8% | 14 | 667 | -9.5% | 2% | -0.7%
Cc1ccc(C(c2nnnn2CS(=O)(=O)c2ccc(C)cc2)N2CCC(C(N)=O)CC2)cc1 (centres undefined) | i | 0.0 | -1% | -11% | 0% | -19% | . | . | -3.8% | 3% | 0.5%
CC(C)Oc1ccc(CNC(=O)Cn2ccc3cc(S(=O)(=O)N4CCCC4)ccc32)cc1 | i | 0.0 | 3% | -8% | 4% | 6% | 1 | 772 | . | -5% | -1.2%
COc1ccccc1CC(=O)Nc1cccc(C)n1 | i | 0.3 | -2% | -9% | -5% | 17% | 0 | 726 | -3.0% | 5% | -1.5%
Cc1ccc(CNC(=O)C(=O)Nc2nccs2)cc1 | i | 0.3 | 5% | 5% | 9% | -15% | -10 | 659 | -4.8% | -4% | 1.3%
Cc1cc(C)nc(/N=C2\NC(=O)CC(C(=O)O)N2c2cccc(Cl)c2)n1 (centres undefined) | . | . | 1% | -2% | 4% | -6% | 8 | 676 | -6.7% | . | -0.8%
COC(=O)c1[nH]c(C)c(/C(O)=C2\C(=O)C(=O)N(CCN(C)C)C2c2ccco2)c1C (centres undefined) | i | 6.5 | -4% | -1% | 3% | 5% | 23 | 727 | -1.9% | -5% | 1.4%
O=C(O)c1cccc(NC(=O)c2cc(NC(=O)c3ccccc3)cc(NC(=O)c3ccccc3)c2)c1 | i | 1.8 | 2% | -4% | 18% | 11% | 3 | 882 | . | -3% | 48%
O=C(CN1C(=O)NC2(CCCCCC2)C1=O)N1CCN(S(=O)(=O)c2ccc(Cl)cc2)CC1 | i | 0.8 | 9% | -8% | 4% | 24% | . | . | -3.3% | -2% | -2.1%
CC(C(=O)Nc1ccc(F)c(F)c1F)N1CCCCCC1 (centres undefined) | i | 0.5 | 0% | 3% | 2% | 11% | -1 | 676 | -7.9% | -2% | -2.2%
COc1ccc(NC(=O)CN(c2ccc(OC)cc2)S(=O)(=O)c2c(C)nn(C)c2C)cc1 | ? | . | -4% | -6% | 20% | 12% | -7 | 652 | . | -4% | -0.7%
N#Cc1ccccc1OCC(=O)OCC(=O)N1CCN(C(=O)c2ccco2)CC1 | i | 0.8 | -2% | -7% | 6% | 2% | 3 | 653 | -4.9% | -2% | -0.3%
CN(C)CCCN(C(=O)c1cc2ccccc2oc1=O)c1nc2c(F)cccc2s1 | i | 0.9 | 8% | 6% | -2% | 2% | 15 | 641 | -11% | -5% | 0.9%
Cc1cc(NC(=O)/C=C/C(=O)N(c2ccccc2C)C(C(=O)NC2CCCC2)c2ccc(F)cc2)no1 (centres undefined) | i | 16 | 3% | 3% | -4% | 11% | . | . | -2.6% | -8% | -2.3%
O=S(=O)(Cc1ccccc1)N1CCN(Cc2ccc(Br)cc2)CC1 | i | 2.4 | 12% | -11% | 1% | 3% | -14 | 636 | . | -3% | 4.2%
CCOC(=O)NN=C1CCC(c2ccccc2)CC1 (centres undefined) | i | 0.8 | 4% | -9% | -4% | 19% | -4 | 840 | . | -11% | -0.3%
O=c1c2c3n(c(=O)nc2[nH]n1-c1ccccc1)CCCCC3 | i | 0.7 | -4% | -6% | 1% | 16% | . | . | -4.6% | 2% | 0.6%
NCCCCCc1nnc(SCC(N)=O)o1 | i | 0.6 | 6% | -2% | 3% | 12% | -2 | 746 | -9.2% | 2% | -1.7%
CC(C)c1ccc(C(=O)CC2(O)C(=O)N(CN3CCOCC3)c3ccccc32)cc1 (centres undefined) | i | 1.0 | -3% | -7% | 18% | 1% | . | . | -6.3% | -3% | -1.0%
Cc1sc2nc(COC(=O)c3c(F)cccc3F)[nH]c(=O)c2c1C | i | 0.3 | 2% | 4% | 1% | 7% | 28 | 712 | -2.4% | 0% | 0.9%
Cc1cc(C)n(CC(O)CN(c2cccc([N+](=O)[O-])c2)S(=O)(=O)c2ccccc2)n1 (centres undefined) | i | 0.3 | 7% | -5% | -7% | 13% | -21 | 701 | -2.6% | -10% | -0.4%
Cn1cc([C@@H]2C[C@H]3CN(Cc4cccc(Cl)c4)C(=O)[C@]34CCCN24)c(-c2ccccc2)n1 | i | 0.0 | 4% | -1% | 1% | -7% | -35 | 695 | -5.8% | -4% | 4.6%
Cc1cccc(NCC(=O)N/N=C\c2ccccn2)c1 | i | 0.2 | -1% | -4% | 18% | 11% | 6 | 696 | -1.9% | -2% | 0.8%
